# S3 lipid droplet: qHTS Assay for Lipid Storage Modulators in Drosophila S3 Cells; Potency in µM for hits, for the others lipid storage change, negative = inhibition, % at the top dose, mostly 46.1 µM; Drosophila S3 cells, BODIPY lipid droplet fluorescence, 18-24 h; cells fed with added oleic acid; 320,000 compounds, 0.64% hits; active means well fitted inhibition curve with a large enough effect in the signal ratio, with a control signal flat, not every such curve was filed as active; inconclusive means small, poorly fitted or top-dose-only effect, or effect the other way, or a change in a side signal; the % refers to the signal ratio
#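 Drosophila S3 cells loaded with oleic acid (400 uM, as added) and compounds at several concentrations; lipid droplets imaged by 488-nm laser-scanning cytometry, 500–530 nm intensity and object ratio to cell channel. Percent activity normalized to 20 uM Triacsin C.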
# S3 lipid droplet cell count max: also measured in S3 lipid droplet; calls as there; cell number change, %; measured here: cell count max response;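 cells counted by Cell Tracker Red CMTPX staining in the red channel; peak over a dose series mostly up to 46.1 µM; percent activity relative to internal control wells on each plate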
# Numbers without * were called inactive; i = inactive; ? = inconclusive; . = no result given. On the % scale 0 is the no-effect control and ±100 the full control effect; potency means the concentration at half of the fitted maximal effect. This is a subset (hit frequency here may not be typical).
SMILES,S3 lipid droplet,S3 lipid droplet cell count max
CSc1ccc(/C=C/C(=O)OCC(=O)NC(C)C)cc1,?,.
O=S(=O)(c1cccc(F)c1)N1CCN(Cc2ccc3c(c2)OCO3)CC1,4%,3
CC(C)NCCOCCOc1ccc(Cl)cc1Br,?,.
Cc1cc(C)c(NC(=O)CCCOC(=O)C2=COCCO2)c(C)c1,7%,-14
O=C(CCN1C(=O)C2C3C=CC(C4CC34)C2C1=O)Nc1ccc(Cl)cc1O (stereo not given),12%,.
Cc1ccoc1C(=O)N1CCCC(CCC(=O)N2CCN(c3ccccn3)CC2)C1 (stereo not given),21%,0
CCc1ccc(OCC(=O)NNC(=O)C2CCC2)cc1,9%,9
Cc1ccc(SCC2(O)CCN(S(=O)(=O)c3ccc(Cl)cc3)CC2)cc1,?,.
CCCCC(CC)C(=O)Nc1ccc(S(=O)(=O)N2CCCC2)cc1 (stereo not given),?,.
CC1CCc2nc3ccc(S(=O)(=O)N4CCC(C(=O)N5CCCCCC5)CC4)cc3c(C(=O)O)c2C1 (stereo not given),?,.
Cc1c(C#N)c(O)n(CCO)c(=O)c1N=Nc1ccccc1,?,.
Cc1ccccc1-c1nc(CN2CCC(C(=O)NCCCN3CCCC(C)C3)CC2)c(C)o1 (stereo not given),i,.
Cc1noc(C)c1CS(=O)(=O)c1ccc(Br)cc1,?,.
CCc1cc(C(=O)COc2ccccc2F)c(O)cc1O,?,.
Cc1nn(C)cc1S(=O)(=O)Nc1ccc(F)c(F)c1,?,.

# Six consecutive entries out of the list so far, quoted:
SMILES,S3 lipid droplet,S3 lipid droplet cell count max
CSc1ccc(/C=C/C(=O)OCC(=O)NC(C)C)cc1,?,.
O=S(=O)(c1cccc(F)c1)N1CCN(Cc2ccc3c(c2)OCO3)CC1,4%,3
CC(C)NCCOCCOc1ccc(Cl)cc1Br,?,.
Cc1cc(C)c(NC(=O)CCCOC(=O)C2=COCCO2)c(C)c1,7%,-14
O=C(CCN1C(=O)C2C3C=CC(C4CC34)C2C1=O)Nc1ccc(Cl)cc1O (stereo not given),12%,.
Cc1ccoc1C(=O)N1CCCC(CCC(=O)N2CCN(c3ccccn3)CC2)C1 (stereo not given),21%,0

# (cont.)
SMILES,S3 lipid droplet,S3 lipid droplet cell count max
COc1ccc(OC(=O)c2cn(C)nc2C(F)(F)F)cc1,?,.
Cn1c2ccc(F)cc2c2nc3ccccc3nc21,?,.
O=C(COc1ccccc1-c1ccccc1)NCc1ccco1,?,.
CCn1c(CCNC(=O)c2cccs2)nnc1SCC(=O)NC1CCCCC1,?,.
Cc1cc(C)n2nc[n+](C)c2n1,?,.
CCCCN(C)Cc1cc(=O)oc2ccc3ccccc3c12,?,.
O=C(Oc1ccc(OC(=O)N2CCCCC2)cc1)N1CCCCC1,11%,3
O=C(Nc1cc(S(=O)(=O)N2CCCCC2)ccc1N1CCOCC1)c1ccc(C(F)(F)F)cc1,?,.
CC(=O)Oc1ccc(C(=O)[C@H]2[C@H]3C(=O)N(c4ccc5ccccc5c4)C(=O)[C@H]3[C@@H]3C=CC=NN32)cc1,-14%,-17
O=C1C(NS(=O)(=O)c2ccc(Br)cc2)=C(N2CCCCC2)C(=O)c2ccccc21,?,.
O=C1CCCN2N=C(SCC(=O)Nc3nc4ccccc4s3)SC2=N1,?,.
O=C(COc1ccc(S(=O)(=O)N2CCOCC2)cc1)Nc1ccccc1Cl,1.8µM*,7.7*
CCOc1cc(NC(=O)C2CC2)c(OCC)cc1NC(=O)c1cc(OC)c(OC)c(OC)c1,?,.
Cc1ccc(N2CCCC2=O)cc1S(=O)(=O)N1CCOCC1,2%,12
CC1(C)CC(N2CCN(c3ccccc3)CC2)=CC(=[N+]2CCCC2)C1,?,.
CS(=O)(=O)Cc1nc2ccccc2oc1=O,?,.
O=C(Nc1ccccc1C(=O)OCC(=O)c1c[nH]c2ccccc12)c1ccco1,?,.
CSc1ccc(CN(C)CC(=O)NCCc2ccccc2)cc1,?,.
COC(=O)C1(C)NC(c2ccccc2OC)C2C(=O)N(c3ccccc3)C(=O)C21 (stereo not given),19%,-5
O=C(CSc1nnc(CNC(=O)c2c(F)cccc2Cl)o1)Nc1ccc2c(c1)OCCO2,i,.
Nc1cc(N)nc(SCC(=O)NCc2ccco2)n1,?,.
COc1cccc(-c2csc(NC(=O)Oc3ccccc3)n2)c1,?,.
CCN(CC)CCOC(=O)c1ccc(NC(=O)C(C)NC(=O)C23CC4CC(CC(C4)C2)C3)cc1 (stereo not given),6%,-9
CCn1cc(S(=O)(=O)Nc2nc3ccc(OC)cc3s2)cn1,-5%,1
CC(CCc1ccccc1)NC(=O)/C=C/c1ccccc1 (stereo not given),?,.
Cc1cc(C)n(CC(O)COc2ccc(F)cc2)n1 (stereo not given),-6%,-4
CCCC(C)C(=O)Nc1ccccc1C(=O)OCC (stereo not given),i,.
C=CCN1C(=O)c2ccc(C(=O)N3CCN(S(=O)(=O)c4ccccc4Br)CC3)cc2C1=O,?,.
Cc1cc(C)cc(OCC(=O)N(C)CC(=O)Nc2ccc(Cl)c(C(F)(F)F)c2)c1,5%,-11
CCOc1ccc(CNC(=O)CCn2c(=O)oc3ccccc32)cc1,28%,.
CC(C)(C)c1ccc(C(CC(=O)O)NC(=O)Cc2ccc(Cl)cc2)cc1 (stereo not given),14%,-4
Cc1cccc(-n2ncc(C#N)c2N)c1,25%,14
CCCCn1c(N)c(N(C)C(=O)C2CCCC2)c(=O)[nH]c1=O,?,.
Cc1c(CN(C)C)c2c(n1Cc1ccccc1)C(=O)c1ccccc1-2,?,.
O=S(=O)(NC1CC1)c1ccc(S(=O)(=O)N2CCCc3ccccc32)cc1,17%,-30
CCCC/S(C)=N/S(=O)(=O)c1ccc(C)cc1 (stereo not given),-8%,-12
CS(=O)(=O)Nc1ccc(C(=O)NC2CC3CCC2C3)cc1 (stereo not given),?,.
C=CCn1c(SCCN2CCOCC2)nc2c1c(=O)[nH]c(=O)n2C,i,.
CC(C)C(=O)Nc1ccc(-c2nc3ncccc3o2)cc1,-17%,0
O=C(Nc1ccccc1F)N(Cc1ccc(F)cc1)Cc1nc2ccccc2c(=O)[nH]1,?,.
CC(C)c1ccc(CNc2ncc(Br)cn2)cc1,i,14
O=C(COc1ccc(Br)cc1)NCCN1CCCC1,?,.
CC(C(=O)NCC1CCCCC1)N1CCN(S(=O)(=O)c2cccs2)CC1 (stereo not given),?,.
CC(=O)c1ccccc1NC(=O)c1cc(S(=O)(=O)N2CCOCC2)ccc1N1CCCC1,?,.
Cc1cccc(Nc2nnc(SCC(=O)NC3CCCc4ccccc43)s2)c1C (stereo not given),?,.
O=C(Nc1cccc(S(=O)(=O)NCc2ccco2)c1)c1cc(-c2ccc(F)cc2)nc2ccccc12,?,.
Cn1c2ccc(F)cc2c2ncn(CCN3CCOCC3)c(=O)c21,?,.
CN(Cc1c(C(=O)N/N=C/c2ccccc2F)nnn1-c1nonc1N)c1ccccc1,?,.
COc1ccc(NC(=O)c2cc(S(=O)(=O)N3CCCCC3)c[nH]2)cc1Cl,?,.
CCN(CC(=O)Nc1c(F)cccc1F)C(=O)Cn1c(=O)cnc2ccccc21,?,.
CC(C)Cn1[nH]c2c3c(ccc2c1=O)C(=O)c1ccccc1C3=O,?,.
CCC(CC)c1nnc(NC(=O)c2cccnc2SC)s1,i,.
Cc1nnc(N2C(=O)C(=O)/C(=C(\O)c3ccc4c(c3)CC(C)O4)C2c2ccccc2)s1 (stereo not given),?,.
COc1ccc(N2CCN(C(=O)CNS(=O)(=O)c3ccc(Br)s3)CC2)cc1,i,9
O=C(Nc1ccccc1)C1C2CCC3C(CCC21)C3(Cl)Cl (stereo not given),?,.
Fc1ccccc1COc1ccc(Br)cc1CNCC1CCCO1 (stereo not given),?,.
CCCn1ncc(CN2CCC(CO)(Cc3ccc(OC)cc3)CC2)c1C,7%,5
COCCNC(=O)CN(C(=O)CCC(=O)Nc1ccccn1)c1ccc(C)cc1,14%,22
CCN1CCN(C(c2cccs2)C(C)NS(=O)(=O)c2ccc(C)cc2)CC1 (stereo not given),?,.
CCOC(=O)N1CCN(C(=O)c2cc(COc3cccc(C(F)(F)F)c3)on2)CC1,?,.
# (further entries)
SMILES,S3 lipid droplet,S3 lipid droplet cell count max
O=C(CSc1nccc(=O)[nH]1)Nc1cccc(S(=O)(=O)N2CCOCC2)c1,7%,10
COc1ccc(CNC(=O)C(C)N(Cc2ccco2)C(=O)c2snc(C(N)=O)c2N)cc1 (stereo not given),?,.
CN(C)S(=O)(=O)c1ccc(C(=O)NCCS(=O)(=O)N2CCN(c3ccc(F)cc3)CC2)cc1,i,.
Fc1ccc(C(CCCn2nnc(-c3cccnc3)n2)c2ccc(F)cc2)cc1,?,.
CN(c1ccc(C(=O)NCCSCc2ccc(Cl)cc2)cc1)S(=O)(=O)c1ccccc1,?,.
Cc1cc(Nc2ccc(N(C)C)cc2)n2ncnc2n1,?,.
CC(C)(C)NC(=O)C1Cc2ccccc2CN1 (stereo not given),13%,.
Cc1ccc(N=Nc2ccc(N)cc2C)c(S(N)(=O)=O)c1,?,.
Cc1ccc(-c2csc(NC(=O)C3=COCCO3)n2)cc1,13%,0
CC(=NCCc1ccccc1)C1=C(O)CCC1=O,?,.
COc1ccc(NS(=O)(=O)c2ccc(C)c(NC(=O)NC3CCCCC3)c2)cc1,?,.
CC(C)CCc1c(O)nc(SCC(=O)N2CCCCCC2)[nH]c1=O,-2%,15
CC1=CC(C)(C)N2C(=O)C3(NCCc4c3[nH]c3ccccc43)c3cccc1c32 (stereo not given),-11%,-15
CC(C)(C)c1cc(NS(=O)(=O)c2ccc3c(c2)OCCO3)on1,?,.
CCn1ccc(C(=O)NC2=C(C#N)CCC2)n1,1%,-10
NC(=O)c1ccc(NC(=O)COC(=O)CCCOc2ccccc2)cc1,?,.
O=C(OCc1cc(=O)n2c(n1)sc1ccccc12)c1cccc(O)c1,12%,.
CCOC(=O)c1c(N)sc(C(=O)OCCOC)c1C,17%,16
CC(=O)c1cccc(NC(=O)N2C3CCC2CC(O)(c2cccnc2)C3)c1 (stereo not given),i,.
Cc1[nH]c2ccccc2c1C1C(c2ccccc2)=NN=C(C(C)C)N1O (stereo not given),25%,.
CCn1c(=O)c(C(=O)NCCCO)c(O)c2ccccc21,11%,-14
CCCN(Cc1nnc(-c2ccccc2Cl)o1)C(=O)c1cc2ccccc2o1,?,.
Cc1cc(C(=O)Nc2ccc(N3CCOCC3)c3nonc23)ccc1[N+](=O)[O-],?,.
CCOC(=O)N1CCC(NC(=O)c2cc(S(=O)(=O)NCCc3ccccc3)ccc2F)CC1,-15%,-20
CCOC(=O)c1c(C)[nH]c(-c2csc(C)n2)c1C,21%,.
CN1CCc2c(sc3nc(NN)n(Cc4ccccc4)c(=O)c23)C1,?,.
CCc1ccc2c(c1)C(c1ccc(N3CCOCC3)cc1)=NNC(c1ccncc1)=N2,?,.
O=C(Cc1ccccc1)Nc1nnc(-c2ccco2)s1,i,-12
COc1ccc(NC(=S)NCC2CCN(c3ccc(OC)cc3)C2)cc1 (stereo not given),i,6
COc1ccc(S(=O)(=O)N2CCOCC2)cc1NC(=O)c1ccccc1-c1ccc(C(F)(F)F)cc1,5%,-16
CC1(C)CC(O)CC(C)(C)N1CC(O)COCc1ccccc1 (stereo not given),i,.
O=C(CSc1nc2ccccc2c(=O)n1Cc1ccco1)N1CCN(c2ccccc2)CC1,?,.
Nc1nc2ccc(Cc3ccncc3)cc2s1,i,17
O=C(CCc1ccccc1)Nc1cccnc1Cl,?,.
CCOC(=O)c1oc2cc(O)ccc2c(=O)c1-c1csc(C)n1,?,.
NC(=O)c1cccc(-c2cccc(OC(=O)NC3CCCCC3)c2)c1,-11%,9
O=[N+]([O-])c1cc(C(F)(F)F)cc([N+](=O)[O-])c1NCCCN1CCOCC1,i,2
O=C(CSc1nnc(CNC(=O)c2ccccc2F)o1)Nc1ccc2c(c1)OCO2,1%,18
O=C(NCC1CCCN1S(=O)(=O)c1cccs1)C(=O)Nc1ccccc1Cl (stereo not given),?,.
COc1ccc(Cc2nnc(SCC(=O)c3c(N)n(C4CC4)c(=O)[nH]c3=O)o2)cc1,-1%,18
CCN(CC)c1nc(C(F)(F)F)nc2c1nnn2Cc1ccccc1,5%,5
Cc1ccc(C2C(=O)N(C3CCCC3)CC(=O)N2CC2COc3ccccc3O2)cc1 (stereo not given),0%,-17
CC(=O)N1CCCc2cc(S(=O)(=O)N3CCCC(C(=O)Nc4ccccc4C)C3)ccc21 (stereo not given),?,.
COc1ccccc1C(=O)NCCCNC(=O)c1cnccn1,?,.

# 7 entries already listed, arranged by their value in S3 lipid droplet cell count max, ascending.
Structure | S3 lipid droplet cell count max
CCOC(=O)N1CCC(NC(=O)c2cc(S(=O)(=O)NCCc3ccccc3)ccc2F)CC1 | -20
O=C(Cc1ccccc1)Nc1nnc(-c2ccco2)s1 | -12
COC(=O)C1(C)NC(c2ccccc2OC)C2C(=O)N(c3ccccc3)C(=O)C21 (stereo not given) | -5
Cc1cc(C)n(CC(O)COc2ccc(F)cc2)n1 (stereo not given) | -4
Cc1ccoc1C(=O)N1CCCC(CCC(=O)N2CCN(c3ccccn3)CC2)C1 (stereo not given) | 0
CCN(CC)c1nc(C(F)(F)F)nc2c1nnn2Cc1ccccc1 | 5
COc1ccc(NC(=S)NCC2CCN(c3ccc(OC)cc3)C2)cc1 (stereo not given) | 6

# Among those listed so far, 2 contain a nitro group on carbon.
SMILES,S3 lipid droplet,S3 lipid droplet cell count max
Cc1cc(C(=O)Nc2ccc(N3CCOCC3)c3nonc23)ccc1[N+](=O)[O-],?,.
O=[N+]([O-])c1cc(C(F)(F)F)cc([N+](=O)[O-])c1NCCCN1CCOCC1,i,2

# High-throughput results (PubChem BioAssay)
